High-throughput results (PubChem)
FBW7 activator – activators of human E3 ligase FBW7; AID 1259310; 650,000 tested, 0.13% active; normalized activity (activation), % at 26.1 µM; Q969H0; AlphaScreen FBW7–phospho-cyclin E peptide binding, activator screen; in the data active = normalized activity above about 1.9%;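 note: purified mutant Fbw7 with reduced substrate affinity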
TEAD-YAP inh – TEAD-YAP interaction inhibition. HEK-TIYL cells, TEAD-Gal4/YAP UAS-luciferase luminescence. inhibition, % at 9.12 µM. 640,000 tested, 1.4% active; in the data active = inhibition above about 32%;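 note: 0% = median of test compound wells and 100% = reference inhibitor wells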
MITF primary – inhibitors of human MITF; AlphaScreen MITF homodimerization, bead proximity signal; AID 1259374; 650,000 tested, 0.91% active; inhibition, % at 2.6 µM; in the data active = inhibition above about 50%;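 note: 0% = vehicle wells with protein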
Target sequence (O75030 whole entry, looked up): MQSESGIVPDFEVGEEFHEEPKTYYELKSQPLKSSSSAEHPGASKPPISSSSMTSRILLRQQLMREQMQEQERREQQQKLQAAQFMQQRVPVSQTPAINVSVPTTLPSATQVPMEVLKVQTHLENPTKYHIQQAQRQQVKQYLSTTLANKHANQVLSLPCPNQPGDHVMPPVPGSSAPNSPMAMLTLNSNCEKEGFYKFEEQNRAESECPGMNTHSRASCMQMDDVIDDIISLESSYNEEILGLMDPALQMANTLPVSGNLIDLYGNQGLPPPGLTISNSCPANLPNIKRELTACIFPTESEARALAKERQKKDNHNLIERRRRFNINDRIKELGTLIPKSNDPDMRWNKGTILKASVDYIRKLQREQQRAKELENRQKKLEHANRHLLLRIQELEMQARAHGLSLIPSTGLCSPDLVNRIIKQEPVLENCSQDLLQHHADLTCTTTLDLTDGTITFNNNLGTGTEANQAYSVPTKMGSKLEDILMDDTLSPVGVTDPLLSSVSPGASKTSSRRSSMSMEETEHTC
GPR151 ag – human GPR151 activation; Q8TDV0; 650,000 tested, 1% active; PathHunter beta-arrestin GPR151 cells, luminescence; activation, % at 11.2 µM; AID 1508602; in the data active = activation above about 4.9%;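 note: 0% = median of compound wells and 100% = cells with positive control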
Target sequence (Q8TDV0 whole entry, looked up): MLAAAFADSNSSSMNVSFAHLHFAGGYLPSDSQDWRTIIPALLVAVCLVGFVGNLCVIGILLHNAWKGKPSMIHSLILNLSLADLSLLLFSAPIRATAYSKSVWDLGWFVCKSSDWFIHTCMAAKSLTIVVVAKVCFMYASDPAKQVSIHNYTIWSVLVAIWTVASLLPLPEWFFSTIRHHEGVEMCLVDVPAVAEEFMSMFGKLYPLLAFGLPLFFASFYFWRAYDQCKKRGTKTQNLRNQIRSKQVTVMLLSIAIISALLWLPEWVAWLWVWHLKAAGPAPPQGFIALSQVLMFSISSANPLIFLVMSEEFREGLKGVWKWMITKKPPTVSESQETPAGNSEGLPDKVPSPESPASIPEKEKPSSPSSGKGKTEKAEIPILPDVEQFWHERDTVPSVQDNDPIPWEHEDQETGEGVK
* marks the source's active call; other numbers are inactive results. Outcome played no part in choosing rows; any-hit rate near 3.4%.

SMILES | FBW7 activator | TEAD-YAP inh | MITF primary | GPR151 ag
COc1cccc(CN2CCN(Cc3cnn(C)c3)CC2CCO)c1 (stereo unspecified) | 0.0 | 2 | -12 | -1.2
O=C(CSC1=NCCS1)Nc1nnc(C(F)(F)F)s1 | -0.3 | 9 | 8 | 0.7
CN(C)c1nc(Nc2ccccc2)nc(Oc2ccc(=O)[nH]n2)n1 | 0.1 | 12 | 16 | -1.4
COc1ccc(-c2nc3c4c(-c5ccccc5)c(-c5ccccc5)oc4ncn3n2)cc1 | 0.1 | 10 | 8 | -0.3
CCCN(C(=O)c1ccccc1O)c1c(C)n(C)n(-c2ccccc2)c1=O | 0.0 | 2 | -6 | 0.4
CC1(C)CC(NCC(=O)NC2CC(C)(C)NC(C)(C)C2)CC(C)(C)N1 | -0.1 | -7 | -9 | -1.2
CCOC(=O)c1c(NC(=O)c2ccc(Cl)cc2)sc2c1CCCCC2 | 0.0 | 3 | 4 | 0.3
CCN(CC)S(=O)(=O)c1ccc(Sc2nncs2)nc1 | 0.0 | 0 | 5 | 0.9
O=C(/C=C/c1ccco1)N1CCN(c2ccc([N+](=O)[O-])cc2)CC1 | 0.0 | -6 | -1 | 0.4
CC(=O)Nc1ccc(NC(=O)Cc2ccc3c(c2)OCCO3)cc1 | -0.1 | -5 | 11 | -0.3
Cc1cccc(-c2ccc(NC(=O)C3CCN(Cc4cnc(N(C)C)s4)CC3)cc2)c1 | 0.0 | 8 | 3 | -0.6
COc1ccccc1/C=N\NC(=O)CNc1ccccc1C | 0.1 | 0 | -5 | 4.7
CN(C)c1ccc(C2CC(=O)Nc3cc4c(cc32)OCO4)cc1 (stereo unspecified) | -0.2 | 23 | 12 | -0.1
CCOC(=O)c1cnc2c(OC)cccc2c1Nc1ccc(F)c(Cl)c1 | 0.1 | 9 | 9 | -0.6
CCN(CC)c1ccc2cc(-c3nc(-c4ccccc4)cs3)c(=O)oc2c1 | 0.2 | 10 | -14 | -0.3

Reformatted with tabs: part of the list above
mol	FBW7 activator	TEAD-YAP inh	MITF primary	GPR151 ag
CCN(CC)S(=O)(=O)c1ccc(Sc2nncs2)nc1	0.0	0	5	0.9
O=C(/C=C/c1ccco1)N1CCN(c2ccc([N+](=O)[O-])cc2)CC1	0.0	-6	-1	0.4
CC(=O)Nc1ccc(NC(=O)Cc2ccc3c(c2)OCCO3)cc1	-0.1	-5	11	-0.3
Cc1cccc(-c2ccc(NC(=O)C3CCN(Cc4cnc(N(C)C)s4)CC3)cc2)c1	0.0	8	3	-0.6
COc1ccccc1/C=N\NC(=O)CNc1ccccc1C	0.1	0	-5	4.7
CN(C)c1ccc(C2CC(=O)Nc3cc4c(cc32)OCO4)cc1 (stereo unspecified)	-0.2	23	12	-0.1
CCOC(=O)c1cnc2c(OC)cccc2c1Nc1ccc(F)c(Cl)c1	0.1	9	9	-0.6

The list goes on.
SMILES | FBW7 activator | TEAD-YAP inh | MITF primary | GPR151 ag
Cn1c(=O)c2c(nc(SCc3ccccc3F)n2C)n(C)c1=O | 0.0 | 7 | 1 | 4.9*
N#C/C(=C(/O)Cn1nnc(-c2cccc(C(F)(F)F)c2)n1)c1nc2ccccc2[nH]1 | 0.0 | 6 | -5 | 0.0
CCn1c(SCc2ccccc2)nc2sc3c(c2c1=O)CCc1ccccc1-3 | -0.1 | -4 | 0 | 2.0
CCOC(=O)C1=C(O)/C(=C/c2ccc(Cl)cc2)SC1=Nc1ccccc1 | 0.3 | 13 | 8 | -1.2
CCN(CC)C(=O)c1sc(NC(=O)c2ccc(F)cc2)c(C#N)c1C | 0.1 | 3 | 12 | 0.3
Cc1cccc(C(=O)Nc2cc([N+](=O)[O-])ccc2F)c1 | -0.3 | 12 | 9 | -1.9
O=C(Cc1ccccc1)Nc1c2c(nn1-c1cccc(Cl)c1)CS(=O)(=O)C2 | -0.2 | 8 | -6 | 0.9
Cc1cc(NC(=O)CSc2nc3ccsc3c(=O)n2CCc2ccc(Cl)cc2)n[nH]1 | 0.4 | 13 | 17 | -0.1
COc1ccc(-c2cc(C(=O)OCC(C)=O)c3ccccc3n2)cc1OC | -0.1 | -1 | -4 | 0.8
NS(=O)(=O)c1ccc(CCNC(=O)CSc2nc3ccccc3c(=O)n2CCC(=O)N2CCN(c3ccccc3)CC2)cc1 | 0.1 | -1 | 9 | 3.6
CN1/C(=C\C(=O)COC(=O)CCC(=O)c2cccs2)C(C)(C)c2ccccc21 | -0.3 | 4 | -11 | 0.4
O=C(CCC1CCCC1)N1CCN(S(=O)(=O)c2ccccc2)CC1 | 0.1 | -13 | 8 | 2.4
COc1cc(C(=O)N2CCC(c3nc(-c4ccncc4)no3)CC2)cc(OC)c1OC | 0.1 | -6 | 4 | -0.6
Cc1cccc(C(=O)N2CCN3C(=O)[C@H](Cc4c[nH]c5ccccc45)NC(=O)[C@H]3C2)c1 | 0.0 | -1 | -2 | -0.4
COc1cc(CN2CCC3(C=Cc4ccccc43)CC2)cc(OC)c1OC | 1.1 | 16 | 17 | 0.2
CC(C)n1cnc2c(Nc3ccc(Oc4ccccc4)cc3)nc(Nc3ccncc3)nc21 | 0.3 | 13 | 13 | 0.0
CC(C)(C)n1nnnc1CN(Cc1ccc(Cl)cc1)CC1CCCO1 (stereo unspecified) | -0.2 | -2 | 30 | 1.6
CCOc1ccc(-c2[nH]nc3c2C(c2ccc(O)cc2)C(C#N)=C(N)O3)cc1OC (stereo unspecified) | -0.2 | 10 | 9 | -1.2
Cn1ccnc1C(NC(=O)C(C)(C)C)c1ccc(F)c(F)c1 (stereo unspecified) | -0.2 | -1 | 2 | 0.0
Cc1ccc(C(=O)Nc2cccnc2)cc1[N+](=O)[O-] | 0.2 | -31 | -7 | -1.6
COC(=O)CCCC[C@H]1SC[C@H]2NC(=O)N[C@]21O | -0.8 | -2 | 84* | 0.5
Cn1nc(CC(=O)N2CCN(c3ccccc3Cl)CC2)c2ccccc2c1=O | 0.0 | 9 | 17 | -1.0
O=C(Nc1ccccc1[N+](=O)[O-])c1cccc(S(=O)(=O)Nc2cccc(F)c2)c1 | -0.1 | -7 | 5 | -1.7
CC(=O)c1cccc(NC(=O)NCCNc2nc3cc(C)c(C)cc3cc2C#N)c1 | -0.2 | -7 | 4 | 0.9
Cc1cc(=O)n2nc(N3CCC(C(=O)NC4CCCCC4C)CC3)sc2n1 (stereo unspecified) | -0.1 | -7 | 10 | 0.5
O=C(CCN1C(=O)C2CCCCC2C1=O)Nc1ccc(N2CCOCC2)cc1 (stereo unspecified) | 0.0 | 0 | 6 | 0.6
COc1ccc(/C=C/C(O)=C2/C(=O)NC34CCCC3C2c2ccccc2O4)c(OC)c1OC (stereo unspecified) | 0.1 | 10 | 12 | 0.8
Cc1ccccc1OC(C)C(=O)O/N=C(\N)c1cccnc1 (stereo unspecified) | 0.2 | 14 | 13 | -0.6
COc1ccc(NC(=O)Cn2cnc3sc(C(=O)Nc4ccc(C)cc4Br)c(C)c3c2=O)cc1 | -0.1 | -1 | 22 | 2.1
COC(=O)c1ccc(C2N=C(c3ccc(OC)cc3)CC(c3ccccc3O)N2)cc1 (stereo unspecified) | 0.0 | -45 | -23 | -0.8

Look-ups from the entries so far.
TEAD-YAP inh result of O=C(CCN1C(=O)C2CCCCC2C1=O)Nc1ccc(N2CCOCC2)cc1 (stereo unspecified) reads 0
FBW7 activator result of COC(=O)c1ccc(C2N=C(c3ccc(OC)cc3)CC(c3ccccc3O)N2)cc1 (stereo unspecified) reads 0.0
FBW7 activator result of COC(=O)CCCC[C@H]1SC[C@H]2NC(=O)N[C@]21O reads -0.8

The listing continues:
SMILES | FBW7 activator | TEAD-YAP inh | MITF primary | GPR151 ag
Cc1[nH]c(=O)[nH]c(=O)c1S(=O)(=O)N1CCN(CCOc2ccc(Cl)cc2)CC1 | 0.9 | -9 | 11 | -1.4
CCC(C)NC(=O)c1ccc2c(=O)n(Cc3ccccc3OC)c(=S)[nH]c2c1 (stereo unspecified) | -0.1 | -5 | 1 | 0.7
CCOc1cccc(-c2cc(C(=O)Nc3sc4c(c3C(N)=O)CCC(C(C)(C)C)C4)c3ccccc3n2)c1 (stereo unspecified) | 0.0 | -10 | 1 | -1.1
Cc1ncc(CO)c(/C=N/NC(=O)c2ccc(O)cc2)c1O | -1.4 | 0 | 35 | 2.3
COc1ccc(C2NCCc3c2[nH]c2ccccc32)cc1CSc1nc2ccccc2[nH]1 (stereo unspecified) | -0.1 | 2 | -1 | 0.0
CCOC(=O)c1c(N)sc(C(=O)N(C)Cc2ccccc2)c1C | -0.1 | -16 | -3 | 0.5
O=C(O)CCC(=O)N1N=C(c2c(-c3ccccc3)c3cc(Br)ccc3[nH]c2=O)CC1c1ccco1 (stereo unspecified) | -0.3 | 8 | -7 | 5.4*
CC12COC3(C(=O)N4CCN(c5ccccn5)CC4)CC1CCC32C (stereo unspecified) | 0.1 | 1 | -4 | 0.9
COC(=O)c1ccc2c(=O)n(Cc3ccc(C(=O)NC4CCCC(C)C4C)cc3)c(=S)[nH]c2c1 (stereo unspecified) | -0.2 | -7 | 0 | -0.6
CC1CN(Cc2cccc3ncccc23)Cc2ccccc2O1 (stereo unspecified) | 0.6 | -3 | 20 | -0.5
Cc1ccc2[nH]c(=O)c(CN(Cc3cccnc3)S(=O)(=O)c3ccccc3)cc2c1 | -0.2 | 9 | 0 | 0.3
O=C(COc1ccc([N+](=O)[O-])cc1Br)N/N=C/c1cc(O)ccc1[N+](=O)[O-] | -0.1 | -10 | -5 | 0.0
Cc1ccc(-c2csc(Nc3ccc(C(=O)O)c(O)c3)n2)cc1 | 0.0 | -30 | 19 | 2.0
COc1ccc(-c2cnc(Oc3cc(OC)cc(OC)c3)nc2)cc1 | 0.1 | -19 | -1 | -1.8
Cc1[nH]c2ccccc2c1C(=O)CN1C(=O)NC2(CCCc3ccccc32)C1=O (stereo unspecified) | -0.1 | -5 | -6 | -0.4
O=C(Nc1ccc(Br)cc1F)c1ccc(NS(=O)(=O)c2cccc(Cl)c2)cc1 | -0.2 | -6 | -17 | 0.9
O=C(CP(=O)(CO)CO)c1ccc(Cl)cc1 | 0.1 | 5 | 2 | 0.3
Cc1ccccc1C(=O)Nc1c2c(nn1-c1ccc(F)cc1)CSC2 | 0.0 | -16 | 43 | 0.6
O=C(NCCN1CCCC1)C1=Cc2sc3c(c2CS1)CCCC3 | -0.1 | 3 | 9 | 0.3
Cc1ccc2onc(CC(=O)Nc3ccccc3C)c2c1 | 0.1 | -3 | -5 | 0.1
COc1ccccc1CNC(=O)c1n[nH]nc1Nc1ccccc1 | 0.7 | 10 | 13 | -0.7
Clc1ccc(-n2cc(-c3ccccc3)c3c(NCc4cccs4)ncnc32)cc1 | 0.2 | -9 | 10 | -1.1
COc1ccc(NC(=O)C(c2ccc(C)cc2)N(Cc2ccco2)C(=O)c2cnccn2)cc1 (stereo unspecified) | 0.5 | 16 | 6 | -1.5
O=C1NCCN(Cc2c(F)cccc2Cl)C1CC(=O)N1CCCO1 (stereo unspecified) | -0.1 | -5 | -1 | 0.1
CC(=O)Nc1cccc(N=Cc2ccc3ccccc3c2)c1 | 0.0 | 1 | 11 | 0.4

An excerpt from above, reduced to TEAD-YAP inh, MITF primary and GPR151 ag.
| canonical_smiles | TEAD-YAP inh | MITF primary | GPR151 ag |
| --- | --- | --- | --- |
| Cc1[nH]c2ccccc2c1C(=O)CN1C(=O)NC2(CCCc3ccccc32)C1=O (stereo unspecified) | -5 | -6 | -0.4 |
| O=C(Nc1ccc(Br)cc1F)c1ccc(NS(=O)(=O)c2cccc(Cl)c2)cc1 | -6 | -17 | 0.9 |
| O=C(CP(=O)(CO)CO)c1ccc(Cl)cc1 | 5 | 2 | 0.3 |
